HEK293 tox – cytotoxic compounds in HEK 293 cells; Potency, µM (series often up to 115 µM), for the others: top-dose activity change, negative = cytotoxicity, most hits filed as inhibitors; HEK 293 viability, ATP luminescence (CellTiter-Glo), 48-72 h; AID 1345083; 94,000 tested, 6.6% active; note: potency is the fitted concentration of half-maximal effect; nearly all actives have a fitted effect of over 60% in size
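ATP-coupled CellTiter-Glo luminescence served as viability read-out, recorded 10 min after reagent addition at room temperature. HEK 293 cells, 250 cells/well, had been incubated with pintool-transferred compound for 48 or 72 hr at 37 degree Celsius.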
SNCA viab count – cell viability loss counter-screen | 150,000 tested, 0.12% active | HEK-293-SNCA-luc viability, GF-AFC fluorescence, 24 h | Potency, µM (doses to about 57.1 µM), without a hit: top-dose activity change, negative = cytotoxicity, usual class: cytotoxic;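 note: potency is the fitted concentration of half-maximal effect; 0% = DMSO-treated cells and -100% = medium-only wells without cells; nearly all actives have a fitted effect of over 30% in size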
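Cytotoxicity counterscreen: after 24 h compound treatment of genome-edited SNCA-luciferase HEK-293 cells, live-cell protease substrate GF-AFC read by fluorescence after 30 min; activity scaled between DMSO (0%) and medium-only (-100%), curves Hill-fitted.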
Luciferase inh – inhibitors of firefly (Photinus pyralis) luciferase; purified P. pyralis luciferase, luminescence, biochemical; Potency, µM (series often up to 115 µM), for the others: top-dose activity change, negative = inhibition, usual class: inhibitors; 76,000 tested, 2.5% active; P08659; note: potency is the fitted concentration of half-maximal effect; nearly all actives have a fitted effect of over 65% in size
Target sequence (P08659 whole entry, looked up): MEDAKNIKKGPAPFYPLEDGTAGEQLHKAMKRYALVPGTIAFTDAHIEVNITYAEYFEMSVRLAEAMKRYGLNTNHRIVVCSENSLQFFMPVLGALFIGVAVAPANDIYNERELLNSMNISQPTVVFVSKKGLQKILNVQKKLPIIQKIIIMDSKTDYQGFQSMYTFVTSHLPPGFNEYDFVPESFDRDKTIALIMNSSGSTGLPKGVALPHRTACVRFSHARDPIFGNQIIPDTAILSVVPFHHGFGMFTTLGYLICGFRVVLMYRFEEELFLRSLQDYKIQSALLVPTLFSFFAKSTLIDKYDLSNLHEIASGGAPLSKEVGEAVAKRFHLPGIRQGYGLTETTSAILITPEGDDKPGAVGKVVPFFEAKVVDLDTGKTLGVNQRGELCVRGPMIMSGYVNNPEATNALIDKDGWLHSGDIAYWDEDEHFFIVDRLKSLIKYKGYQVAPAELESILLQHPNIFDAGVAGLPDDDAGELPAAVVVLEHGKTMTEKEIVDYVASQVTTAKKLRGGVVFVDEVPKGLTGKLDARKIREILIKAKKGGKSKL
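Cell-free enzyme assay, 10nM P. pyralis luciferase, luciferin and ATP each at 10uM. Inhibition profiled over a 6-point titration, read as luminescence.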
NIH3T3 tox – NIH 3T3 cell cytotoxicity. NIH 3T3 viability, CellTiter-Glo ATP luminescence, 48-72 h. Potency, µM (titrated, usually from 96.7 µM), inactives show at the top dose activity change, negative = cytotoxicity, hits mostly inhibitors. 94,000 tested, 4.3% active. AID 1345082; note: potency is the fitted concentration of half-maximal effect; nearly all actives have a fitted effect of over 55% in size
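Mouse fibroblast NIH 3T3 cells, 400 per well, received compound via pintool and were incubated for 48 or 72 hr prior to CellTiter-Glo ATP luminescence measurement.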
GPT2 inhibitor – inhibitors of human GPT2 alanine aminotransferase. Recombinant GPT2, coupled pyruvate oxidase/HRP Amplex Red fluorescence. Potency, µM (doses to about 57.7 µM), for the others: at the top dose activity change, negative = inhibition, most hits filed as inhibitors. 100,000 tested, 0.25% active. AID 1671188; note: potency is the fitted concentration of half-maximal effect; nearly all actives have a fitted effect of over 60% in size; many of its hits are not listed in these tables
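Inhibition is scored from Amplex Red fluorescence generated when pyruvate oxidase and HRP act on pyruvate released by GPT2. Reactions contain 10ng/uL enzyme, 250uM a-KG and 2mM L-alanine and run 30 min at room temperature.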
SNCA expr inhib – SNCA gene expression inhibition. 140,000 tested, 0.17% active. AID 1671194. Potency, µM (highest dose often 57.2 µM), without a hit: at the highest dose activity change, negative = inhibition, usual class: inhibitors. HEK-293 SNCA-luciferase knock-in, luminescence, 24 h;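 note: potency is the fitted concentration of half-maximal effect; plate controls were DMSO cells for no effect and cell-free wells for full effect; nearly all actives have a fitted effect of over 45% in size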
IP6K1 inh – inhibitors of human IP6K1; IP6K1 kinase, ADP-Glo luminescence, 2 h; active compounds read low; activity change, % (series mostly up to about 58 µM); Q92551; 140,000 tested, 0.81% active; in the data active = activity change below about -25%
Target sequence (Q92551 whole entry, looked up): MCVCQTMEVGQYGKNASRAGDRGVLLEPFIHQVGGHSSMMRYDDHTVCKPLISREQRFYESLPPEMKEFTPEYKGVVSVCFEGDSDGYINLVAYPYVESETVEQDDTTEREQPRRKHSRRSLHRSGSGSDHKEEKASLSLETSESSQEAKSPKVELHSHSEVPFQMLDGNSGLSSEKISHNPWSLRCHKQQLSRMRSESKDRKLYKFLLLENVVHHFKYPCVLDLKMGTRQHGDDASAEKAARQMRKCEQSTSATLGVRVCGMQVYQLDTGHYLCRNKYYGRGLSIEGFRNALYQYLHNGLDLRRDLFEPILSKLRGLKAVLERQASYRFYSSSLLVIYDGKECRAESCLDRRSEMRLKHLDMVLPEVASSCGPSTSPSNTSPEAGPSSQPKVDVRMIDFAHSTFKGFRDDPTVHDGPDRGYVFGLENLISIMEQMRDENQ
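ADP-Glo luminescence measures ADP made by human IP6K1 during a 2 h RT reaction with ATP/IP6 (mix at 1.3 mM/130 uM); top library doses 57.5 and 19.1 uM final.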
Active calls of the source: *; i = inactive; ? = inconclusive; nt = no result given; & = joins results of further samples; [ ] = dose if it differs, or a comment. Unless noted, calls come from the whole dose curve; as a rule, active = well fitted curve in the direction sought with a large enough effect; inconclusive = small, poorly fitted or top-dose-only effect, or another doubt; inactive = no such curve, though single readings can be large; an effect the other way counts as inactive or inconclusive. Unless noted, % is set by controls: 0 for no effect and ±100 for the full control effect. The list is partial. The share of hits here may be higher or lower than overall.

SMILES	HEK293 tox	SNCA viab count	Luciferase inh	NIH3T3 tox	GPT2 inhibitor	SNCA expr inhib	IP6K1 inh
COc1cc(NC(=O)N[C@H]2CO[C@H]3[C@@H]2OC[C@@H]3Nc2nccc(-c3ccc(-c4ccccc4)cc3)n2)cc(OC)c1	?	-12%	3%	?	-7%	-18%	0
Cc1ncoc1C(=O)NCC1Cn2cccc2C(=O)N1C (configuration not stated)	-6%	7%	5%	-6%	-9%	5%	14
COc1ccc(N2CCN(C(=O)c3nn(-c4ccc(C)cc4)c(=O)n(C)c3=O)CC2)cc1	nt	-7%	nt	nt	nt	-2%	19
COCCOc1ccc2c(n1)CCN(C(=O)c1ccc(OC)cc1OC)C2	0%	8%[12.5 µM]	-14%	-1%	i	0%	-2
CCN1CCC(n2cc(CNc3cc(Cl)c4ncc(C#N)c(Nc5ccc(F)c(Cl)c5)c4c3)nn2)CC1	nt	-29%&15%	nt	nt	?	-30%	-10
N[C@@H](Cc1cnc[nH]1)C(=O)N1CCC2(CC1)Nc1ccccc1NC2=O	-3%	-12%	-8%	-5%	?	7%	26
Cc1ccc(C(=O)N[C@@H]2CN(c3ncccn3)C[C@H]2CO)cn1	-4%	-5%	-5%	-9%	i	12%	8
CC(C)CCNC(=O)[C@@H](c1ccccc1)N1Cc2ccccc2C1=O	nt	2%	nt	nt	nt	0%	0
O=C(OC1C=C(CO)C2C(OC3OC(CO)C(O)C(O)C3O)OC=CC12)c1ccc(O)cc1 (configuration not stated)	nt	-2%[23.9 µM]	nt	nt	i	nt	12
O=C(NCCN1CCN(c2ccccc2F)CC1)C1COc2ccccc2C1 (configuration not stated)	nt	22%	nt	nt	nt	23%	4
O=C1NCc2ccccc2CC12CCN(Cc1c(F)cccc1F)CC2	-13%	4%	nt	-2%	?	-7%	-6
COCCOC1CCN(C(C(=O)O)c2cc(C)c(OC)c(C)c2)CC1 (configuration not stated)	2%	-2%	-6%	i	i[11.5 µM]	6%	25
COC[C@@H]1CN(Cc2c(C)noc2C)C[C@H]1C(=O)NC1CC1	-6%	-10%	-1%	2%	i	-17%	6
CCOc1ccc(C(c2c(C)[nH]n(-c3ccccc3)c2=O)c2c(C)[nH]n(-c3ccccc3)c2=O)cc1OC	nt	?	nt	nt	nt	35%[activator]	-30*
COc1ccc(CCNC(=O)c2ccc3c(c2)CCN3S(=O)(=O)c2ccccc2)cc1OC	nt	-10%	nt	nt	nt	-5%	-7

Laid out differently: entries from further up
Every second line gives: HEK293 tox | SNCA viab count | Luciferase inh | NIH3T3 tox | GPT2 inhibitor | SNCA expr inhib | IP6K1 inh
CCN1CCC(n2cc(CNc3cc(Cl)c4ncc(C#N)c(Nc5ccc(F)c(Cl)c5)c4c3)nn2)CC1
    nt | -29%&15% | nt | nt | ? | -30% | -10
COc1cc(NC(=O)N[C@H]2CO[C@H]3[C@@H]2OC[C@@H]3Nc2nccc(-c3ccc(-c4ccccc4)cc3)n2)cc(OC)c1
    ? | -12% | 3% | ? | -7% | -18% | 0

Some entries already given, limited to Luciferase inh and IP6K1 inh.
Structure	Luciferase inh	IP6K1 inh
CCN1CCC(n2cc(CNc3cc(Cl)c4ncc(C#N)c(Nc5ccc(F)c(Cl)c5)c4c3)nn2)CC1	nt	-10
COc1cc(NC(=O)N[C@H]2CO[C@H]3[C@@H]2OC[C@@H]3Nc2nccc(-c3ccc(-c4ccccc4)cc3)n2)cc(OC)c1	3%	0
COc1ccc(CCNC(=O)c2ccc3c(c2)CCN3S(=O)(=O)c2ccccc2)cc1OC	nt	-7
O=C1NCc2ccccc2CC12CCN(Cc1c(F)cccc1F)CC2	nt	-6
COCCOC1CCN(C(C(=O)O)c2cc(C)c(OC)c(C)c2)CC1 (configuration not stated)	-6%	25
CCOc1ccc(C(c2c(C)[nH]n(-c3ccccc3)c2=O)c2c(C)[nH]n(-c3ccccc3)c2=O)cc1OC	nt	-30*
O=C(NCCN1CCN(c2ccccc2F)CC1)C1COc2ccccc2C1 (configuration not stated)	nt	4

(cont.)
SMILES	HEK293 tox	SNCA viab count	Luciferase inh	NIH3T3 tox	GPT2 inhibitor	SNCA expr inhib	IP6K1 inh
C#CCNC(=O)C1CCCN1C(=O)c1cccc(-c2ccccn2)c1 (configuration not stated)	-12%[172 µM]	5%[87.6 µM]	nt	-21%[138 µM]	-3%[88.5 µM]	6%[87.6 µM]	12
CN1CC(=O)N(C2CCCNC2)Cc2c(NCCOc3ccccc3)ncnc21 (configuration not stated)	-1%	9%	nt	i	i	-3%	-5
O=C(c1ccc(F)cc1)N1CCCC(CN2CCCC2)CC1 (configuration not stated)	0%	-4%	nt	-16%	?	?	2
CC(C)Cc1cc(C[C@@H]2C[C@H](NC(=O)NC(C)C)C2(C)C)no1	?	-4%[87.6 µM]	2%[172 µM]	?	2%[88.5 µM]	-19%[87.6 µM]	-6
COc1ccc(CN2C(=Nc3ccc(Cl)cc3)S[C@H]3[C@@H]2[C@@H](O)[C@H](O)C[C@@H]3C(N)=O)cc1	-23%	0%	-1%	?	-3%	?	13
O=C(O)c1cc2cc(F)ccc2[nH]1	nt	1%	nt	nt	3%	19%	nt
CC(=O)Nc1ccc(CN2CC[C@H](c3nnc(C)o3)C2)cc1	i	3%[87.6 µM]	-4%[172 µM]	i	-6%[88.5 µM]	-7%[87.6 µM]	8
COc1cccc(CN[C@@H]2CCC[C@@H](C(=O)NCc3cc(C)on3)CC(=O)N(C)C2)c1	i	1%[87.6 µM]	2%[172 µM]	i	i	1%[87.6 µM]	26
Cc1nc(N2CCC(NC(=O)c3cccs3)CC2)cc(C(F)(F)F)n1	?	-5%	1%	?	1%	-13%	0
CC(C)S(=O)(=O)N1CCC(c2nnc3n2CCNC3)CC1	-24%	-9%	nt	-26%	-56%	-8%	-9
Cc1ccc(C(=O)N2CCOc3ccc(CN4CCc5ccccc5C4)cc3C2)cn1	?	13%	6%	-23%	4%	2%	-16
COc1ccc(C2C(C(N)=O)=C(C)Nc3nc(CCCO)nn32)c(OC)c1 (configuration not stated)	nt	4%	nt	nt	nt	21%	0
CCc1ccc(NC(=O)C(NS(=O)(=O)c2cccc3nsnc23)c2ccccc2)cc1 (configuration not stated)	nt	-13%	nt	nt	nt	19%	15
CCOC(=O)[C@H]1[C@@H](O)C(=O)N(C(C)C)C12CCN(C(=O)c1ccc(NC(C)=O)cc1)CC2	-8%	nt	nt	?	nt	nt	22
Cc1ccc(NC(=O)CN2C(=O)C(C)(C)c3ccccc32)cc1	nt	15%	nt	nt	nt	-15%	8
CCOC(=O)C1(Cc2ccccc2C(F)(F)F)CCN(C(C)Cc2cccc(C)n2)CC1 (configuration not stated)	13µM*	?	3%	28µM*	1%	-22%	14
O=C(CCC(=O)N1CC2CCCN2c2ccccc21)NCc1ccccc1 (configuration not stated)	nt	0%	nt	nt	nt	8%	-10
O=C1NCCCCCCN[C@H]2C[C@H](c3nc(Cc4ccccc4)no3)C[C@@H]12	-25%	3%	-8%	-18%	i	-19%	8
CCOc1cccc(NC(=O)c2ccc(N3CCCC3)c(C(F)(F)F)c2)c1	nt	9%	nt	nt	2%	nt	-8
O=C(NCc1cccc(Cl)c1)c1cc(-c2ccc(F)cc2)c2nncn2n1	?	-19%	nt	?	1%	3%	-6
O=S(=O)(NCCc1csc2nc(-c3ccccc3)nn12)c1ccc(Oc2ccccc2)cc1	nt	?	nt	nt	nt	-29%	-3
COc1cccc(NC(=O)Cn2c(C)cc3nc4n(c(=O)c32)CCCC4)c1	9%	0%	1%	5%	i	26%	3
COc1ccc(C(=O)Nc2ccccc2-c2nc(-c3ccc(OC)cc3)no2)cc1	nt	18%	nt	nt	nt	67%[activator]	5
Cc1ccc(CNC(=O)N2CCC(c3noc(-c4ccccc4)n3)C2)cc1 (configuration not stated)	40µM*	-5%	-7%	?	4%	?	14
CCCCNC(=O)N1CC(C(=O)NCc2ccco2)CC(c2ccc(OC)c(OC)c2)C1 (configuration not stated)	2%	3%	4%	-6%	i	12%	12
COc1ccc(N2Cc3c(NCCc4ccccn4)ncnc3N(C)CC2=O)cc1	-9%	0%	-8%	?	i	24%	-7
CC(C)c1ccc(C(O)Cn2ccn3nc(-c4ccc(F)cc4)cc3c2=O)cc1 (configuration not stated)	0%	2%	-3%	-5%	i	24%	0
CN(Cc1cccc(N2CCN(C(=O)OC(C)(C)C)CC2)c1)[S+](C)(=O)[O-]	?	nt	nt	?	nt	nt	-2
O=C([C@H]1C[C@H](Oc2cccnc2)CN1C(=O)Cc1ccccc1)N1CCOCC1	-2%	3%	0%	-5%	3%	9%	8
COc1ccc(C(=O)c2cn(CC(=O)Nc3cc(C)ccc3C)c3nc(C)ccc3c2=O)cc1	nt	12%	nt	nt	nt	29%	0
O=C(c1ccco1)N1CC(F)(F)C[C@H]1c1nc(-c2ncccn2)no1	i	3%	2%	i	i	19%	1
OCCC1CN(Cc2c(F)ccc(F)c2F)CCN1C1CCCC1 (configuration not stated)	-5%	7%	-1%	0%	-14%	-4%	9
COc1ccc(CCC(=O)N2CC(N(Cc3cccnc3)S(C)(=O)=O)C2)cc1	-4%	0%	nt	-19%	?	-13%	-1
COc1cccc(C(=O)c2c(N)c(-c3nc(-c4ccccc4)cs3)c3ccccn23)c1	nt	7%	nt	nt	nt	28%	5
CC(=O)N(C)CCc1noc(C2CN(C(=O)COc3ccccc3)C2)n1	3%	2%	2%	3%	i	-19%	4
CCc1cccc(NC(=O)c2cn3c4c(ccc(Cl)c4c2=O)OC(C)C3)c1 (configuration not stated)	nt	-3%	nt	nt	nt	11%	-2
O=C(c1cccnc1)N1CCC(OC2CCN(c3ccccc3)CC2)CC1	?	1%	7%	-28%	i	-25%	-3
COc1cc(C2c3c(oc4cc(C)c(C)cc4c3=O)C(=O)N2CCCN2CCOCC2)ccc1O (configuration not stated)	nt	-9%	nt	nt	nt	7%	37
O=C(NC1CCCC1)N1CCN(Cc2ccccc2-c2cccnc2)CC1	?	0%[12.5 µM]	nt	?	-4%	19%	5
CNC(=O)[C@@H]1CN(C(=O)c2cc(F)ccc2F)C[C@H]1COC	2%	-3%	-10%	4%	i	-7%	0
Oc1ccccc1CN1C[C@H](O)C[C@H]1c1nc(-c2ccc3c(c2)OCO3)no1	-20%[172 µM]	-22%[87.6 µM]	?	-17%[138 µM]	-9%[88.5 µM]	106%[activator][87.6 µM]	3
CCC(=O)N1c2ccc(S(=O)(=O)CCC(=O)Nc3ccc(OC)cc3OC)cc2CC1C (configuration not stated)	nt	9%	nt	nt	nt	-7%	15
CC(C)c1ccc(NC(=O)c2ccc(F)c(S(=O)(=O)N3CCCCCC3)c2)cc1	nt	1%	nt	nt	nt	8%	24
COCCN1C(=O)CC[C@]2(C(=O)N(C)CCc3ccncc3)CCCC[C@@H]12	i	-8%	0%	-8%	3%	28%	-1
Cc1ccc(Cn2ccnc2SCC(=O)Nc2ccc3c(c2)OCO3)cc1	nt	-2%	nt	nt	nt	13%	-3
COc1ccc(-c2noc(-c3nnn4c3COC(c3ccc(OC)cc3)C4)n2)cc1 (configuration not stated)	18%	8%	8%	2%	2%	?	-5
CCOC(=O)c1c(NC(=O)CS(=O)(=O)c2ccc(Cl)cc2)sc2c1CCCC2	nt	5%	nt	nt	nt	13%	37
